Source: PubChem BioAssay
Nrf2 ARE act = activators of Nrf2 (ARE) signaling. AREc32 ARE-luciferase reporter (MCF7-derived line), luminescence, 24 h. Potency, µM (titrated, usually from 46.1 µM), for inactives: at the highest dose activation, usual class: activators. 0.31% of 410,000 active; also: potency is read from the fitted curve at half-maximal effect; % of control where 0% means no effect; nearly all actives have a fitted effect of over 65% in size
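ARE activation measured as luciferase luminescence (Steady-Glo, 30 min RT) in AREc32_Fluc cells after 24 hr compound exposure at 37 deg C, 5% CO2; cells seeded overnight at 1000/well in OPTI-MEM, 5% FBS.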
HepG2 viability = counter-screen for TGF-b inhibitors: cytotoxicity in HepG2 cells; HepG2 CAGA-GFP viability, ATP luminescence, 18 h; Potency, µM (doses to about 46.1 µM), for the others: top-dose activity change, negative = cytotoxicity, actives largely listed as cytotoxic; 0.76% of 410,000 active; AID 588856; also: potency is read from the fitted curve at half-maximal effect; some results filed as inactive show a strong effect at the top dose
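CellTiter-Glo luminescence gave cytotoxicity after 18 hours at 37 degrees C. The cells were HepG2 CAGA-GFP in 1% FBS DMEM, stimulated with 500 pg/mL TGF-beta after compound addition. %Activity was normalised to no-cell wells (complete cell-killing) and DMSO (no toxicity), and curves were fitted and classified.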
S2 tox = reduces viability in counter-screen for ATXN expression inhibitors | 0.49% of 400,000 active | Potency, µM (series often up to 56.7 µM), usual class: cytotoxic | AID 651635 | S2 cells (HEK-293 line with an ATXN2-luciferase reporter) viability, CellTiter-Fluor protease fluorescence, 24 h; also: potency is read from the fitted curve at half-maximal effect; nearly all actives have a fitted effect of over 40% in size
CCT modulator = modulators of cytosolic chaperonin (CCT/TRiC) activity; purified chaperonin ATPase assay, HTRF ADP detection, 30 min; activity change, % (test concentration not listed), hits read low; 0.3% of 360,000 active; in the data active = activity change below about -30%; also: % is scaled to controls: 0 for no effect and ±100 for the full control effect
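Enzyme 40 or 20 nM (batch-dependent) in Tris pH 7.4/KCl/MgCl2/DTT; cpd 76 uM single point; ATP 10 uM; 30 min 37 °C; Transcreener ADP HTRF detection, 30 min RT; ratio 665/615.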
MmCpn inh = blocks the Methanococcus maripaludis chaperonin Mm-Cpn | purified Mm-Cpn ATPase, ADP Transcreener TR-FRET | Potency, µM (doses to about 76.9 µM), for inactives: at the top dose activity, negative = inhibition, most hits filed as inhibitors | 0.031% of 330,000 active | AID 504842; also: potency is read from the fitted curve at half-maximal effect; % is scaled to controls: 0 for no effect and ±100 for the full control effect; nearly all actives have a fitted effect of over 80% in size
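Purified archaeal chaperonin (25 nM final) was preincubated with compound for 10 min at 37°C, then ATP (10 uM final) was added for 30 min at 37°C in Tris pH 7.4/KCl/MgCl2/DTT buffer. ADP was quantified by HTRF Transcreener TR-FRET.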
Nrf2 block = blocks Nrf2 signaling; 2.1% of 360,000 active; AID 504444; Potency, µM (titrated, usually from 46 µM), inactives show at the top dose activity change, negative = inhibition, most hits filed as inhibitors; A549 ARE-Fluc reporter, luciferase luminescence, 18-24 h; also: potency is read from the fitted curve at half-maximal effect; % is scaled to controls: 0 for no effect and ±100 for the full control effect; nearly all actives have a fitted effect of over 60% in size
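Concentration-response testing used A549 ARE_Fluc cells at 5000 cells/well. Following an 18-24 h compound incubation, viability was read by fluorescence (Ex 405/Em 525) and luciferase output by luminescence.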
Akt phos inh = blocks phosphorylation of Akt | 0.32% of 360,000 active | Neuro2A IGF-stimulated pAkt S473 HTRF, 20 min; hits give low values | activity change, % for hits at 50 µM; in the data active = activity change below about -80%; inconclusive = mostly about -51% to -80%; also: % is scaled to controls: 0 for no effect and ±100 for the full control effect
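Single-point screen (50 µM final compound) in Neuro2A cells stimulated 20 min with 6 nM IGF at 37 deg C. After lysis, Ser473-phosphorylated Akt read by HTRF (ex 330 nm, em 615/665 nm) as the 665/615 ratio.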
A549 tox = kills or reduces viability of A549 cells in Nrf2 counter-screen; A549 ARE-Fluc cells, CellTiter-Fluor viability, 18-24 h; Potency, µM (series often up to 46 µM), for the others: at the highest dose activity change, negative = cytotoxicity, actives largely listed as inhibitors; 0.16% of 390,000 active; also: potency is read from the fitted curve at half-maximal effect; % is scaled to controls: 0 for no effect and ±100 for the full control effect
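A549 ARE_Fluc cells in 5% FBS OPTI-MEM were exposed to compounds in concentration-response for 18-24 h at 37 deg C. Viability was read by CellTiter-Fluor fluorescence (Ex 405/Em 525) after 30 min, before the luciferase read.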
TGFb inhibitor = TGF-b pathway inhibition. Potency, µM (titrated, usually from 46.1 µM), for inactives: top-dose activity, negative = inhibition, most hits filed as inhibitors. HepG2 CAGA-GFP TGF-b/SMAD3 reporter, GFP fluorescence, 18 h; TGF-beta stimulated, 500 pg/mL final. 1.2% of 410,000 active. AID 588855; also: potency is read from the fitted curve at half-maximal effect; % is scaled to controls: 0 for no effect and ±100 for the full control effect; nearly all actives have a fitted effect of over 65% in size
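GFP signal (ex488/em500-530) from TGF-beta-stimulated HEPG2 CAGA-GFP cells, 500 pg/mL final, 18 h at 37 degrees C in DMEM plus 1% FBS, normalized to unstimulated and DMSO-stimulated controls.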
* = called active by the depositor; i = inactive; ? = inconclusive; / = no result given; & = joins results of further samples; ! = a repeat was not active; [ ] = another dose, or the depositor's remark. Unless noted, calls follow the shape of the dose curve; as a rule, active = well fitted curve in the direction sought with a large enough effect; inconclusive = small, poorly fitted or top-dose-only effect, or another doubt; inactive = no such curve, though single readings can be large; an effect the other way counts as inactive or inconclusive.

compound	HepG2 viability	Nrf2 block	CCT modulator	S2 tox	Nrf2 ARE act	A549 tox	MmCpn inh	Akt phos inh	TGFb inhibitor
COc1ccccc1OCc1cc(C(=O)N2CC3C[C@@H]4CC2C[C@H](C3)C4)no1	-10.4%	?	-0.2	i	0.4%	-0.2%	-4.8%	i	1.1%
Cc1ccc(OCc2cc(C(=O)Nc3ccccc3)oc2C)cc1	-4.4%	?	0.2	i	5.2%	-0.1%	2.5%	i	0.0%
Cc1nc(N)nc(N/N=C/c2c(F)cccc2Cl)n1	-27.6%	?	3.2	i	21.7%	0.2%	0.2%	i	-1.1%
CN1C(=O)N(C)C2(CC1(C)C)CC(C)(C)N(C)C(=O)N2C	4.9%	-0.5%	-11.1	i	0.3%	-1.8%	-1.6%	i	0.5%
COc1cc(CC(=O)N(C)CC(=O)Nc2cc(C)ccc2C)cc(OC)c1OC	-1.5%	5.3%	-3.1	i	-0.4%	-0.5%	-3.2%	i	14.5%
COc1ccccc1Nc1nc(NCCO)nc(N2CCCC2)n1	-8.3%	-11.8%	/	?	3.1%	-5.8%	/	/	7.1%
O=C(Cc1ccc2c(c1)OCCO2)N1CCN(S(=O)(=O)c2cccc(Cl)c2Cl)CC1	-4.6%	-5.4%	-0.5	?	-0.7%	-3.3%	0.4%	i	?
CN(C(=O)CSc1nnc(NC(=O)Nc2ccccc2)s1)c1ccccc1	-9.2%	/	/	/	-0.7%	7.3%	/	/	-21.7%
COc1ccccc1OCC(=O)Nc1c2c(nn1-c1ccc(C)cc1)CS(=O)(=O)C2	5.5%	4.1%	1.9	i	0.0%	-3.0%	2.4%	i	-14.0%
COc1ccccc1NC(=O)O/N=C(\N)c1ccccc1	-1.7%	-2.0%	-1.1	i	0.3%	-4.9%	-1.2%	i	-5.1%
CC(=O)N1c2c(cc(Br)cc2S(=O)(=O)N2CCN(c3cccc(Cl)c3)CC2)CC1C (stereo unspecified)	-18.5%	-12.7%[9.27 µM]	/	i	-0.5%	9.4%	/	/	?
Cc1ccccc1OCC(=O)Nc1nnc(SCc2cc(=O)n3cccc(C)c3n2)s1	0.6%	/	/	/	0.9%	-4.8%	/	/	-3.3%
COc1ccccc1NC(=O)c1ccccc1NC(=O)c1cc(Cl)ccc1NC(=O)c1ccco1	1.4%	-5.7%	0.7	i	0.1%	0.0%	-8.1%	i	?
COc1ccc(C(=O)NC(=S)N2CCC(C)CC2)cc1Br	-2.0%	9.1%	-1.7	i	2.8%	0.8%	-2.4%	i	0.0%
COc1ccc(C(=O)c2ccccc2Cl)cc1	-0.6%	4.3%	-5.2	i	-0.3%	0.9%	-2.7%	i	22.5%
CC(C)c1ncc(S(=O)(=O)c2ccc(C(F)(F)F)cn2)c(N)n1	-28.1%	-6.6%	-1.7	i	-0.9%	-1.3%	1.4%	i	-15.0%
CC(=O)OCC(NC(=O)C(Cc1ccccc1)NC(=O)OC(C)(C)C)C1OC(n2cc(C)c(=O)[nH]c2=O)C(OC(C)=O)C1OC(C)=O (stereo unspecified)	-1.2%	0.8%	/	/	/	1.3%	/	/	-9.9%
N=c1n(CCN2CCCCC2)c2ccccc2n1CC(O)COc1ccccc1 (stereo unspecified)	-49.3%&-44.4%	/	1.8	25.1µM*!	4.3%&-5.7%	?	1.7%	i	11.2µM*!
O=C(NNC1CC(=O)N(c2ccccc2)C1=O)c1cccnc1 (stereo unspecified)	-59.7%	?	3.2	i	-0.9%	1.1%	-3.3%	i	-15.2%
Cc1ccc(CN2COc3ccc4c(-c5ccccc5)cc(=O)oc4c3C2)cc1	-21.9%	6.3%	/	i	0.2%	0.2%	/	/	13.7%
COc1ccc(/C=C2\N=C(SC)N(C)C2=O)cc1	2.3%	0.3%	-3.2	?	18.5%	-9.9%	-0.9%	i	-3.7%
Cc1ccccc1CNS(=O)(=O)c1c(C(=O)N2CCCCC2)c(C)n(C)c1C	4.5%	18.2%	2.3	i	-0.5%	-13.0%	-6.5%	i	4.2%
Cc1ccc(C)c(NC(=O)CSc2nc(-c3ccccc3)c(C#N)c(=O)[nH]2)c1	-3.1%	17.6%	/	i	0.1%	4.0%	/	/	0.7%
CCn1cc2nc(SCc3cc(C)ccc3C)n(Cc3ccc(C)cc3)c(=O)c2n1	-9.8%	-21.6%	/	i	-0.1%	-28.2%	/	/	-25.9%
CCCc1nc(N2CCN(C)CC2)c2sc(=S)n(-c3ccccc3)c2n1	-32.8%	5.1%	-0.3	i	-0.7%	-2.5%	0.9%	i	-1.6%
c1ccc(NCc2nc(-c3ccccc3)no2)cc1	0.2%	?	0.4	i	-0.2%	6.8%	0.9%	i	-12.3%
Cn1ncc(Cl)c1C(=O)N1CCN(S(=O)(=O)c2ccc(F)cc2)CC1	-0.9%	1.3%	-0.7	i	-0.2%	7.4%	0.3%	i	-15.6%
Cc1nc(-c2ccccc2)ccc1C(=O)O	-8.0%	0.9%	-0.7	i	0.4%	3.9%	1.4%	i	14.3%
CCN1c2ccccc2-c2nc(SCC(=O)Nc3ccc(C)c(Cl)c3)ncc2S1(=O)=O	-2.4%	?	/	?	0.7%	-9.0%	/	/	?
CCOC(=O)c1ccc(NC(=O)NCc2cccnc2)cc1	4.8%	-8.4%	-1.0	i	2.1%	6.3%	-7.1%	i	-12.8%
COCCNC(=O)C(=O)Nc1ccc(Br)cc1	-7.8%	5.8%	1.2	i	-0.1%	-2.5%	-0.2%	i	4.9%
COc1cccc(/C=C2\Oc3cc(OCC(=O)N4Cc5ccccc5C[C@H]4C(=O)O)ccc3C2=O)c1	2.4%	4.0%	-3.5	i	-1.0%	6.6%	-1.2%	i	10.9%
O=C(N/N=C/c1ccccn1)C(O)c1ccccc1 (stereo unspecified)	20.9%	13.8%	-0.5	i	0.0%	17.3%	0.1%	i	-5.8%
CCN(C(=O)Cn1cc(C(F)(F)F)ccc1=O)C1CCS(=O)(=O)C1 (stereo unspecified)	38.9%	/	0.4	i	-1.6%	/	/	i	10.8%
COc1ccc(CCNC(=O)CN2C(=O)c3ccccc3S2(=O)=O)cc1	-1.5%	/	2.3	i	0.3%	-2.5%	-0.4%	i	-1.8%
O=C(CN1C(=O)NC2(CCCC2)C1=O)N1CCN(S(=O)(=O)c2ccc(Cl)cc2)CC1	1.2%	-9.9%	-2.0	i	-0.1%	-7.2%	-0.1%	i	-4.0%
CC(=O)C(=Cc1cn(-c2ccccc2)nc1-c1ccccc1)C(C)=O	-0.2%	-16.6%	-1.6	i	-0.4%	-4.9%	0.9%	i	3.1%
Cc1ccc(C)c(S(=O)(=O)N2CCN(C(=O)/C=C/c3ccco3)CC2)c1	-2.3%	3.4%	1.3	i	?	3.2%	-18.1%	i	-8.8%
COc1ccc(N(CC(C)C)S(=O)(=O)c2nnc(NC(=O)c3cccs3)s2)cc1	-0.6%	20.6µM*	/	/	0.6%	-14.3%	/	/	0.0%
COc1ccc2nc(SC(C(=O)c3ccccc3)c3ccccc3)nc(C)c2c1 (stereo unspecified)	-8.6%	-17.9%	1.0	i	0.5%	16.8%	-19.0%	i	-16.0%
COc1ccc([N+](=O)[O-])cc1NC(=O)c1ccccc1SC	-2.1%	-27.7%	4.2	i	0.2%	8.6%	1.5%	i	21.0%
Cc1nc2c(-c3ccccc3)c(C)nn2c(SCC(N)=O)c1Cc1ccccc1	-23.7%	-29.2%	-1.4	i	2.2%	-5.7%	-0.7%	i	-24.9%
COc1ccc(CCN2CC(C(=O)NCCc3ccccc3)CC2=O)cc1OC (stereo unspecified)	8.5%&-3.6%	30.0%	-0.1	i	0.9%&-0.2%	11.9%&-2.0%	-0.4%	i	7.3%&-16.9%
CC1CCN(CC(=O)Nc2ccc(Br)cc2[N+](=O)[O-])CC1	-0.6%	?	-0.6	i	1.2%	19.5%	0.6%	i	8.6%
COc1cc(OC)cc(C(=O)N2CCN(S(C)(=O)=O)CC2)c1	3.8%	0.1%	-0.5	i	-0.4%	4.5%	-5.5%	i	-3.4%
COc1ccc(S(=O)(=O)Cc2ccc(C(=O)NCc3ccc(C)cc3)o2)cc1	-9.2%	6.2%	-0.1	i	0.1%	-2.3%	2.5%	i	-8.4%
CCOC(=O)N1CCN(c2nc(C)c3c(n2)CC(C)CC3=O)CC1 (stereo unspecified)	-45.5%	?	1.4	i	-0.4%	-4.2%	0.4%	i	0.0%
O=C(Nc1ccccc1C(=O)Nc1ccccc1)c1ccccc1Br	4.8%	0.7%	-0.3	i	-0.3%	-0.2%	/	i	0.1%
CN(CCO)c1cc(Sc2nc3ccccc3s2)c2nonc2c1[N+](=O)[O-]	-99.2%	/	-0.5	14.1µM*	-2.5%	?	-7.5%	/	?
COc1cccc(OCCNC(=O)c2cccc(OC)c2)c1	-4.4%	10.4%	1.4	i	-0.5%	-1.3%	-2.5%	i	?
Cc1ccccc1-n1nnnc1SC1CCOC1=O (stereo unspecified)	-5.4%	0.7%	2.3	i	0.3%	-2.1%	-7.7%	i	0.6%
CCOc1ccc(-n2c(Cc3ccccc3)nnc2SCc2nc(-c3ccccc3C)no2)cc1	-24.7%	?	/	?	-2.2%	?	/	/	?
